Screening data deposited in PubChem by NCI.
All columns: NCI-60 one-dose screen, growth in % after 48 h at 10 µM unless noted; 100 = growth as untreated, 0 = no growth, -100 = all killed.
MOLT-4 – MOLT-4 leukemia cells; 80,000 tested, 6.9% active; AID 1794779
EKVX – EKVX NSCLC; 71,000 tested, 3% active; AID 1794765
K-562 – K-562 leukemia | 78,000 tested, 7.4% active | AID 1794777
CCRF-CEM – CCRF-CEM leukemia; AID 1794778; 77,000 tested, 7% active
HOP-92 – HOP-92 NSCLC cells. AID 1794738. 71,000 tested, 6.3% active
SR – SR leukemia cells | 73,000 tested, 8.7% active | AID 1794780
RPMI-8226 – RPMI-8226 leukemia cells | 77,000 tested, 7.5% active
HOP-62 – HOP-62 NSCLC | 80,000 tested, 3.9% active | AID 1794735
Starred values were filed as active, the others as inactive; x = no result given; & = joins results of further samples. Rule for the calls: active = growth percent below 10; inactive = the rest.

molecule	MOLT-4	EKVX	K-562	CCRF-CEM	HOP-92	SR	RPMI-8226	HOP-62
COC1CCC2CC(C(=O)N3CCC(CC(=O)NCC4CCC5OCOC5C4)CC3)NC2C1 (stereo unspecified)	78	65	78	83	22	55	52	28
Cn1c(=O)c2c(nc(Cl)n2C)n(C)c1=O	88	85	93	95	x	x	106	79
CC(=O)c1ccc(-n2c(=O)c3ccccc3c3ccccc3c2=O)cc1	90	x	99	95	113	100	98	95
CCN(CC)CCCNc1cccc2c(OC)ccnc12	73	113	103	89	x	117	96	115
CCCCCCCCNc1cccc2c1C(=O)c1ccccc1C2=O	90	109	97	112	109	108	105	115
CCOC(=O)CC[C@H](NC(=O)c1ccc(NC(=O)Cn2c(C)nc3c(c(C)nn3-c3ccc(Cl)cc3)c2=O)cc1)C(=O)OCC	95	93	103	87	87	83	95	99
C[n+]1ccc(/C=N/O)cc1	111	106	101	119	120	97	101	94
CCCCCCCCCc1ccc(OCCOCCOCCOCCOCCOCCOCCOCCOCCO)cc1	-18*	16	11	-22*	-9.7*	-2.8*	-12*	128
O=C(N/N=C\c1ccccc1Cl)C(=O)N/N=C\c1ccccc1Cl	111	118	106	107	118	114	110	113
O=C(/C=C\c1ccccc1Cl)c1ccccc1	92	96	102	-16*	112	68	66	x

(continued)
molecule	MOLT-4	EKVX	K-562	CCRF-CEM	HOP-92	SR	RPMI-8226	HOP-62
CCN(CC)c1ccc(/C=C/c2cc(-c3ccccc3)c3ccccc3n2)cc1	52	92	63	69	108	x	87	117
CC1(C)NCCC[C@]2(C)[C@H]3CC=C4[C@@H]5C[C@](C)(C(N)=O)CC[C@]5(C)CC[C@@]4(C)[C@]3(C)CC[C@@H]12	35	94	x	61	79	22	76	96
COc1ccc([C@H]2c3[nH]c4ccccc4c3C[C@H]3C(=O)N(CCCCCCC(=O)NO)CC(=O)N23)cc1	12	67	6.8*	13	x	16	-9.7*	43
O=C(O)CCCCCNC(=O)c1nc(-c2ccccc2)n(-c2ccc(F)cc2)n1	105	103	x	106	104	114	113	104
Clc1ccc(-c2nc(N3CCOCC3)c3c4c(sc3n2)CCCC4)cc1	94	103	92	107	104	86	107	102
CC(C)CC1C(=O)NC(=S)N1c1n[nH]c(=O)c2c1C(c1ccc(Cl)cc1)NN2 (stereo unspecified)	104	103	98	96	100	100	102	97
CCCCCc1ccc(S(=O)(=O)Nc2cccc(-c3csc(NC(=O)CN4CCN(C)CC4)n3)c2)cc1	21	89	7.1*	27	62	-4.7*	5.6*	90
NCCN1C(=O)c2cccc3c(-c4ccc5c(c4)ncn5C4CCCCC4)ccc(c23)C1=O	89	88	x	95	89	100	97	87
Cc1cccc(N2CCN(C3=NC(=O)/C(=C\c4cn[nH]c4-c4ccccc4)S3)CC2)c1	88	91	89	71	52	95	60	106
COc1cc(OCc2ccccc2)c(OC)c(OCc2ccccc2)c1	89	84	92	86	59	92	x	98

Further structures.
molecule	MOLT-4	EKVX	K-562	CCRF-CEM	HOP-92	SR	RPMI-8226	HOP-62
O=C1CCC(=O)N1CC1CC2CCC1C2 (stereo unspecified)	111&54	83&99	94&71	104&95	101&100	79&85	114&71	87&96
Nc1[nH]nc2ncn3c4ccccc4nc3c12	109	95	119	102	110	113	104	107
COc1ccc(/C=N/c2n[nH]c(-c3ccc(OC)cc3)n2)cc1	94	97	95	95	91	78	96	104
CCOC(=O)C(CCc1ccccc1)C(C)=O (stereo unspecified)	101&103	97&103	101&105	99&93	90	98&97	103&93	91&89
CCOC(=O)CSc1nc2ccccc2[nH]1	109	107	104	95	x	99	90	98
C1CCC23CCCCC2(C1)O3 (stereo unspecified)	95	104	100	104	x	96	98	109
O=C(C[n+]1ccccc1Cl)c1ccccc1	100	91	102	95	85	99	99	92
Cc1cc(N=Nc2cc(S(=O)(=O)O)c(N)cc2N)ccc1N=Nc1ccc2cc(S(=O)(=O)O)cc(S(=O)(=O)O)c2c1	97	102	x	99	x	108	103	x
Cn1cc(-c2csc(-c3cn(CCN)c4ccc(F)cc34)n2)c2cccnc21	12	56	11	34	48	2.8*	68	65
COC(=O)c1ccccc1NC(=S)Nc1ccc(S(=O)(=O)Nc2ccc(Cl)nn2)cc1	103	91	101	98	82	106	89	101

More structures.
molecule	MOLT-4	EKVX	K-562	CCRF-CEM	HOP-92	SR	RPMI-8226	HOP-62
O=C(Nc1ccc(N2CCOCC2)cc1)c1cncnc1Nc1ccc2c(ccn2Cc2ccccn2)c1	81	94	92	21	93	93	76	100
O=C(CCN1CCCCC1)c1ccc(-c2ccccc2)cc1	118	108	108	107	89	100	65	108
CC(C)(C)CC(C)(C)n1nnnc1N	96	104	99	90	97	95	109	103
C=C(C)[C@@H]1CC[C@]2(C(=O)NCCCCNC(=O)C(Cl)Cl)CC[C@]3(C)[C@H](CC[C@@H]4[C@@]5(C)CC[C@H](OC(C)=O)C(C)(C)[C@@H]5CC[C@]43C)[C@@H]12	54	77	33	66	x	62	42	106
Cc1ccc(C2CC(c3ccccc3)=NN2c2nc(-c3cc4ccccc4oc3=O)cs2)cc1 (stereo unspecified)	99	91	92	99	x	86	98	102
CC(C)COC(=O)NC1c2ccccc2Oc2ccccc21	80	91	90	104	x	79	123	86
CS(=O)(=O)c1ccc(C(=O)N/N=C/c2cccc3ccccc23)cc1	47	87	28	78	x	32	88	75
CCCN1CC(c2ccc(OC)c(OC)c2)=C(c2cn(C)c3ccccc23)C1=O	49	88	37	59	88	21	x	70
COC(=O)C12C3C(=O)N(c4ccc(OC)cc4)C(=O)C3C(c3cn(-c4ccccc4)nc3C)N1[C@H](c1cn(-c3ccccc3)nc1C)[C@@H]1C(=O)N(c3ccc(OC)cc3)C(=O)[C@@H]12 (stereo partly specified)	82	x	92	104	97	91	106	116
O=C(O)c1cccc(F)c1	x	103	104	101	97	x	103	100

More structures follow:
molecule	MOLT-4	EKVX	K-562	CCRF-CEM	HOP-92	SR	RPMI-8226	HOP-62
COc1cc(NC(=O)c2cc(-c3ccc(F)cc3F)ccc2O)cc(OC)c1OC	11	50	14	26	-12*	x	12	24
CC(=C(C#N)C#N)c1ccc(F)cc1	94	97	91	100	87	99	103	x
COc1cc(C2CC(=O)Nc3c2cnn3Cc2ccco2)cc2c1OCCO2 (stereo unspecified)	66	x	30	111	109	8.0*	77	88
C[C@@H]1CC[C@@H]2[C@@H](C1)Oc1cc(O)ccc1C2(C)C	96	95	103	78	104	107	98	86
CNC(=O)Sc1ccc(C)c(N(C)C)c1	102	x	100	97	x	101	98	131
CN(C)/C=N/C1=NNC(C)(c2ccccc2O)N1C(Cc1c[nH]c2ccccc12)C(=O)O (stereo unspecified)	80	84	86	68	80	74	75	54
CC/C(=C/c1ccc(OC)cc1O)c1ccc2ccc(OC)cc2[o+]1	84	98	88	89	104	74	x	105
CCCCN(CCCC)CCNc1ccc(C)c2sc3cc(C)ccc3c(=O)c12	83	80	88	85	72	70	94	83
CC12OC1C(=O)c1ccccc1C2=O (stereo unspecified)	98	110	111	94	x	x	x	105
O=C1CCSC2=NCCN12	x	110	x	x	90	x	100	128

(listing goes on)
molecule	MOLT-4	EKVX	K-562	CCRF-CEM	HOP-92	SR	RPMI-8226	HOP-62
C#CCOc1ccc(/C=N/Nc2nc(-c3cc4cc(OC)ccc4oc3=O)cs2)cc1OC	64	44	35	66	0.0*	35	51	72
Cc1cccnc1NC1OC(=O)c2ccccc21 (stereo unspecified)	99	x	101	104	119	94	106	100
CCOC(=O)c1cc(C(=O)c2ccc(Br)cc2)n2c1ccc1ccccc12	101	92	98	95	97	103	101	94
COc1ccc2cc(C#Cc3ccc(-n4c(/C=C/c5cc(C)c(O)c(C)c5)nc5ccccc5c4=O)c(C)c3)ccc2c1	75	109	87	105	93	91	88	104
C=C(Br)C(C)N (stereo unspecified)	93	107	93	89	89	88	91	107
Cc1nc2sc(C(=O)Nc3ccc(Br)cc3)c(N)c2cc1C(=O)c1ccc(C(F)(F)F)cc1	92	77	67	87	74	65	79	72
O=C(CCl)NC(C(=O)O)c1ccccc1 (stereo unspecified)	95	x	92	103	108	88	102	95
CN(C)c1ccc(/C=C2\c3ccccc3-c3ccc(N=Cc4ccccc4)cc32)cc1	72	81	98	79	86	79	91	75
O=C(C[n+]1cc(Br)cc(Br)c1)c1ccc2c(c1)CCCC2	89	83	88	98	78	93	95	84
CNC(=O)CCN1CCN(CC/C=C2\c3ccccc3Sc3ccc(Cl)cc32)CC1	51	103	32	90	-4.9*	x	70	102

Following part
molecule	MOLT-4	EKVX	K-562	CCRF-CEM	HOP-92	SR	RPMI-8226	HOP-62
O=C(NCCN1CCOCC1)c1cncnc1Nc1ccc2c(ccn2Cc2ccccn2)c1	104	104	116	121	94	111	106	102
CCCCNC(=O)Oc1ccc(/C(=C(/CC)Cc2ccccc2)c2ccc(OCCN3CCCCCC3)cc2)cc1	2.3*	59	-25*	5.4*	36	-25*	-28*	75
ClC(Cl)(Cl)c1nc(Nc2nc3ccccc3s2)nc(-c2ccccc2)n1	105	85	123	101	97	109	96	90
C#CCSc1nnc(-c2c(C)nc3ccc(Cl)cn23)o1	106	87	x	121	92	x	107	88
C=C(C)[C@@H]1CC[C@]2(C(=O)NC3CCCCC3)CC[C@]3(C)[C@H](CC[C@@H]4[C@@]5(C)CCC(=O)C(C)(C)[C@@H]5CC[C@]43C)[C@@H]12	88	94	84	x	82	115	83	98
N#CC1C(=O)NN=C(N)C12CCCC2 (stereo unspecified)	102	108	96	x	87	91	117	100
Cc1[nH]n(-c2ccccc2)c(=O)c1C1CCC(=O)N1 (stereo unspecified)	99	105	97	85	93	105	97	88
COc1ccc(/C=C2/CCc3cc4ccc(OC)cc4[o+]c32)c(O)c1	0.5*	76	39	9.9*	56	-2.1*	14	96
CN1CCCC(NC(c2ccccc2)c2ccccc2)C1 (stereo unspecified)	95	107	106	x	95	111	100	106
COc1ccc(/C=c2\sc3n(c2=O)C(c2cc(OC)c(OC)c(OC)c2)C=C(c2ccc(OC)c(OC)c2)N=3)cc1OC (stereo unspecified)	79	101	90	64	63	91	64	103

Part of the list above, reduced to SR, MOLT-4 and HOP-62:
| canonical_smiles | SR | MOLT-4 | HOP-62 |
| --- | --- | --- | --- |
| CCCCNC(=O)Oc1ccc(/C(=C(/CC)Cc2ccccc2)c2ccc(OCCN3CCCCCC3)cc2)cc1 | -25* | 2.3* | 75 |
| ClC(Cl)(Cl)c1nc(Nc2nc3ccccc3s2)nc(-c2ccccc2)n1 | 109 | 105 | 90 |

(list continues)
molecule	MOLT-4	EKVX	K-562	CCRF-CEM	HOP-92	SR	RPMI-8226	HOP-62
CC(=O)Oc1ccccc1O	80	92	105	57	126	79	x	112
O=C(Nc1nc2c(s1)CCc1c-2c(Br)n(Cc2ccccc2)c1-c1ccccc1)c1ccccc1	82	x	88	79	73	71	72	107
CCOc1cccc(-c2ccccc2)c1	118	102	110	101	103	100	99	99
C=C(C)[C@@H]1CC[C@]2(C(=O)NCCCCNCCCN)CC[C@]3(C)[C@H](CC[C@@H]4[C@@]5(C)CCC(=O)C(C)(C)[C@@H]5CC[C@]43C)[C@@H]12	100	100	95	106	97	84	105	98
COC(=O)CCCCCN=Cc1c(O)c(O)c(C(C)C)c2cc(C)c(-c3c(C)cc4c(C(C)C)c(O)c(O)c(C=NCCCCCC(=O)OC)c4c3O)c(O)c12	14	22	9.6*	18	-5.7*	x	17	19
C=C[C@H]1C[C@@H]2C[C@@H]3[C@H]4C/C=C\C(=O)NCCCC5NC(=O)C(=C(O)/C=C/[C@@H]4CC(=O)[C@H]3[C@@H]2[C@H]1C)C5=O (stereo partly specified)	-69*	62	-58*	x	-86*	-56*	-55*	-82*
Nc1cccc(N=Nc2c(S(=O)(=O)O)cc3cc(NC(=O)Nc4ccc5c(O)c(N=Nc6cccc(N)c6)c(S(=O)(=O)O)cc5c4)ccc3c2O)c1	98	105	88	96	111	100	101	102
COc1ccc(-c2nc3sc4cc(OC)ccc4n3c2-c2nc3ncccc3[nH]2)cc1	89	x	100	109	x	97	100	104
Nc1nc(-c2ccccc2)cc(-c2cc3ccccc3nc2Cl)n1	59	80	20	1.2*	73	x	19	89
Nc1nc(O)c(/C=C2/C(C(=O)O)=Nc3ccc(Cl)cc32)s1	107	103	98	97	109	117	99	111

Going on with the list:
molecule	MOLT-4	EKVX	K-562	CCRF-CEM	HOP-92	SR	RPMI-8226	HOP-62
CCn1cc(C(=O)NN=C2CCCCC2)c(=O)c2ccc(C)nc21	104	99	87	94	87	103	97	100
Cc1cccc2c(Cn3cc(Cn4cnc5c4c(=O)n(C)c(=O)n5C)nn3)cc(=O)[nH]c12	101	103	106	112	112	104	103	99
Nc1nc(C(=O)O)c(N)c(=O)[nH]1	92	110	x	96	x	93	102	91
CCOC(=O)C(=O)NC1CC=CCC1c1ccc2c(c1)OCO2 (stereo unspecified)	102	107	105	102	142	94	105	99
Cc1ccc(/C=C/C2=NN(c3ccc(S(N)(=O)=O)cc3)C(c3ccc(C)s3)C2)s1 (stereo unspecified)	60	75	74	90	91	98	85	83
COc1nc(Nc2ccc(C(C)C)cc2)nc(OC)n1	66	x	65	92	82	63	66	103
CC(=O)Nc1ccc(/C=C2\SC(=S)N(C=C(C#N)C#N)C2=O)cc1	96	105	95	99	57	78	86	90
OCCSc1ncnc2nc[nH]c12	98	105	97	98	92	106	102	111
Brc1ccc(/C=C(/C2=NCCN2)n2cnc3ccccc32)cc1	92	88	84	92	38	86	91	101

Some values from above.
CCn1cc(C(=O)NN=C2CCCCC2)c(=O)c2ccc(C)nc21 in RPMI-8226: 97
Nc1nc(C(=O)O)c(N)c(=O)[nH]1 in MOLT-4: 92
CCOC(=O)C(=O)NC1CC=CCC1c1ccc2c(c1)OCO2 (stereo unspecified) in EKVX: 107
CC(=O)Nc1ccc(/C=C2\SC(=S)N(C=C(C#N)C#N)C2=O)cc1 in HOP-62: 90
Cc1cccc2c(Cn3cc(Cn4cnc5c4c(=O)n(C)c(=O)n5C)nn3)cc(=O)[nH]c12 in HOP-62: 99
Brc1ccc(/C=C(/C2=NCCN2)n2cnc3ccccc32)cc1 in HOP-92: 38
COc1nc(Nc2ccc(C(C)C)cc2)nc(OC)n1 in HOP-92: 82

Rows were taken by chance; about 13% have a hit in one of these screens.
